FEN1 inh: human FEN1 inhibition; Recombinant FEN1 flap cleavage, fluorescence, 15 min; Potency, µM (titrated, usually from 114 µM), for the others: at the highest dose activity change, negative = inhibition, actives largely listed as inhibitors; actives 0.35% (n = 390,000); note: nearly all actives have a fitted effect of over 65% in size
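With each library titrated from low to high concentration, compounds met 10 nM FEN1 for 15 min at room temperature before 50 nM substrate was added; readings at 0 and 15 min fed four-parameter Hill curve fits.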
GCN5L2 inh: GCN5L2 (KAT2A) acetyltransferase inhibition | Q92830 | GCN5L2 HAT assay, ThioGlo1 CoA-SH fluorescence | Potency, µM (top dose mostly 58.9 µM), without a hit: at the highest dose activity change, negative = inhibition, actives largely listed as inhibitors | actives 0.21% (n = 390,000) | AID 504327
Target sequence (Q92830 whole entry, looked up): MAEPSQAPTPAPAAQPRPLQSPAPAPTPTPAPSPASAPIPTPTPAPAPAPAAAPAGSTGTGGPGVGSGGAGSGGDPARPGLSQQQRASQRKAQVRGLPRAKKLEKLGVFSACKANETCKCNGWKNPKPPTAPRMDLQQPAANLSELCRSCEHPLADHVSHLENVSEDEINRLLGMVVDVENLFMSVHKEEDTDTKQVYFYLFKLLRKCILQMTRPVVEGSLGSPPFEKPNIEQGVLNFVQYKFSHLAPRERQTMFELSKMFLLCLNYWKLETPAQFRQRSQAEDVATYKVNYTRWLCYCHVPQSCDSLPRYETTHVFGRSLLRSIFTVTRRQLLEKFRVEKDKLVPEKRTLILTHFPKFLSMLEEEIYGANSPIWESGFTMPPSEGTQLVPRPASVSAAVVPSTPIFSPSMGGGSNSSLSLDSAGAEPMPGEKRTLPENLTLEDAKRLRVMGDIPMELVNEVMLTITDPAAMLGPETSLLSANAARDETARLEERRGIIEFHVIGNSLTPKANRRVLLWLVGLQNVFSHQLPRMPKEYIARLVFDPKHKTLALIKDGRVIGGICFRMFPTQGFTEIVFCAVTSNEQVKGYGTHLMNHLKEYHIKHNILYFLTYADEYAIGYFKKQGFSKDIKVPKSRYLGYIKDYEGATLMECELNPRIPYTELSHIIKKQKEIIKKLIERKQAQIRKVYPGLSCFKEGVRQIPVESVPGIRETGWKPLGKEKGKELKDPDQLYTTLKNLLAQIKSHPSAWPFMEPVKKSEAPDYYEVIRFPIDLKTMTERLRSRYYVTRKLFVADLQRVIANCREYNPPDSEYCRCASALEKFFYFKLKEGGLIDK
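Preincubate 20nM GCN5L2 with compound 15 min, RT → add 50uM ThioGlo1 + 75uM H3(1-25) + 70uM acetyl-CoA → read fluorescence 0 and 20 min. Primary qHTS; fluorescent artifacts likely.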
N370S GC mod: inhibits or activates N370S mutant glucocerebrosidase; P04062; N370S GC spleen homogenate, 4MU-glucoside fluorescence; Potency, µM (doses to about 59.4 µM), for inactives: at the highest dose activity change, negative = inhibition, usual class: inhibitors; actives 0.092% (n = 330,000); AID 2101;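 note: 0% = full enzyme activity and -100% = no enzyme basal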
The depositor's hits bear a star; & = joins results of further samples; [ ] = another dose, or the depositor's remark. Calls come from the whole dose curve; as a rule, active = well fitted curve in the direction sought with a large enough effect; inconclusive = small, poorly fitted or top-dose-only effect, or another doubt; inactive = no such curve, though single readings can be large; an effect the other way counts as inactive or inconclusive. Unless noted, % is set by controls: 0 for no effect and ±100 for the full control effect; potency is the fitted concentration of half-maximal effect.

Start of the listing, in advance:
How did Cc1ccc(C(=O)OCc2nnc(-c3ccc(Br)cc3)o2)cc1 do in these assays?
FEN1 inh: -18%; GCN5L2 inh: 1%; N370S GC mod: 13%

Results for CC1CCc2sc(C(=O)N(C)CC(=O)Nc3cccc(F)c3)cc2C1 (centres undefined) ?
FEN1 inh: 2%; GCN5L2 inh: -4%; N370S GC mod: -7%

How did CC(C)(C)NC(=O)C1CCN(C(=O)c2ccc(Br)cc2)CC1 do in these assays?
FEN1 inh: 0%; GCN5L2 inh: -16%; N370S GC mod: 1%

Results for CCOC(=O)c1[nH]c(C)c(C(=O)NC2CCCCCC2)c1C ?
FEN1 inh: 28%; GCN5L2 inh: -2%; N370S GC mod: 5%

Results for COC(=O)c1ccc(NC(=O)Cn2nc(C(=O)Nc3ccc(C)cc3)ccc2=O)cc1 ?
FEN1 inh: -6%&-13%; GCN5L2 inh: -9%&-15%; N370S GC mod: -1%

How did COc1cccc(C(C(=O)NC(C)(C)C)N(Cc2ccco2)C(=O)CCC(=O)Nc2cc(C)on2)c1OC (centres undefined) do in these assays?
FEN1 inh: -4%; GCN5L2 inh: -1%; N370S GC mod: 13%

How did O=C(O)c1ccc2c(c1)C(=O)N(CCc1c[nH]c3ccccc13)C2=O do in these assays?
FEN1 inh: -21%; GCN5L2 inh: inconclusive; N370S GC mod: -3%

What do the screens show for `O=C(NCCc1c[nH]c2ccccc12)c1cccc(Br)c1`?
FEN1 inh: 1%; GCN5L2 inh: 4%; N370S GC mod: -6%

What do the screens show for `CN(C)S(=O)(=O)c1ccc(N2CCCC2)c(C(=O)Nc2nc(-c3cc(F)ccc3F)cs2)c1`?
FEN1 inh: -2%; GCN5L2 inh: 1%; N370S GC mod: 9%

What do the screens show for `Nc1cccc(P(=O)(c2ccccc2)c2ccccc2)c1`?
FEN1 inh: 17%; GCN5L2 inh: -3%; N370S GC mod: -3%

What do the screens show for `CC1=CCC2C(=O)N(c3ccc(Br)cc3C)C(=O)C2C1` (centres undefined)?
FEN1 inh: 5%; GCN5L2 inh: -1%; N370S GC mod: 1%

All compounds of this part, from the first entry:
How did Cc1ccc(C(=O)OCc2nnc(-c3ccc(Br)cc3)o2)cc1 do in these assays?
FEN1 inh: -18%; GCN5L2 inh: 1%; N370S GC mod: 13%

Results for CC1CCc2sc(C(=O)N(C)CC(=O)Nc3cccc(F)c3)cc2C1 (centres undefined) ?
FEN1 inh: 2%; GCN5L2 inh: -4%; N370S GC mod: -7%

How did CC(C)(C)NC(=O)C1CCN(C(=O)c2ccc(Br)cc2)CC1 do in these assays?
FEN1 inh: 0%; GCN5L2 inh: -16%; N370S GC mod: 1%

Results for CCOC(=O)c1[nH]c(C)c(C(=O)NC2CCCCCC2)c1C ?
FEN1 inh: 28%; GCN5L2 inh: -2%; N370S GC mod: 5%

Results for COC(=O)c1ccc(NC(=O)Cn2nc(C(=O)Nc3ccc(C)cc3)ccc2=O)cc1 ?
FEN1 inh: -6%&-13%; GCN5L2 inh: -9%&-15%; N370S GC mod: -1%

How did COc1cccc(C(C(=O)NC(C)(C)C)N(Cc2ccco2)C(=O)CCC(=O)Nc2cc(C)on2)c1OC (centres undefined) do in these assays?
FEN1 inh: -4%; GCN5L2 inh: -1%; N370S GC mod: 13%

How did O=C(O)c1ccc2c(c1)C(=O)N(CCc1c[nH]c3ccccc13)C2=O do in these assays?
FEN1 inh: -21%; GCN5L2 inh: inconclusive; N370S GC mod: -3%

What do the screens show for `O=C(NCCc1c[nH]c2ccccc12)c1cccc(Br)c1`?
FEN1 inh: 1%; GCN5L2 inh: 4%; N370S GC mod: -6%

What do the screens show for `CN(C)S(=O)(=O)c1ccc(N2CCCC2)c(C(=O)Nc2nc(-c3cc(F)ccc3F)cs2)c1`?
FEN1 inh: -2%; GCN5L2 inh: 1%; N370S GC mod: 9%

What do the screens show for `Nc1cccc(P(=O)(c2ccccc2)c2ccccc2)c1`?
FEN1 inh: 17%; GCN5L2 inh: -3%; N370S GC mod: -3%

What do the screens show for `CC1=CCC2C(=O)N(c3ccc(Br)cc3C)C(=O)C2C1` (centres undefined)?
FEN1 inh: 5%; GCN5L2 inh: -1%; N370S GC mod: 1%

Results for CCCCN1C(=O)c2[nH]nc(-c3ccccc3O)c2C1c1ccc(C(C)(C)C)cc1 (centres undefined) ?
FEN1 inh: 6%; GCN5L2 inh: -12%

Results for CC(C)(C)OC(=O)N1CCC[C@H]1c1nnc(SCc2ccc(Cl)cc2)o1 ?
FEN1 inh: -14%; GCN5L2 inh: -20%; N370S GC mod: -1%

What do the screens show for `CC1COc2ccccc2N1S(=O)(=O)c1ccc(Cl)cc1` (centres undefined)?
FEN1 inh: -1%; GCN5L2 inh: -16%; N370S GC mod: 14%

How did O=S(=O)(NCCc1ccc2c(c1)OCCO2)c1cccs1 do in these assays?
FEN1 inh: -15%; GCN5L2 inh: -6%; N370S GC mod: -14%

What do the screens show for `NC(=O)COc1ncnc2scc(-c3ccc(F)cc3)c12`?
FEN1 inh: 27%; GCN5L2 inh: 1%; N370S GC mod: inconclusive

Results for O=C(CN1C(=O)C2C3C=CC(C3)C2C1=O)NCCN1CCCc2ccccc21 (centres undefined) ?
FEN1 inh: 6%; GCN5L2 inh: -3%; N370S GC mod: -1%

Results for C[N+]1(CN2C(=O)C3C4C=CC(C4)C3C2=O)CCCCC1 (centres undefined) ?
FEN1 inh: 4%; GCN5L2 inh: -7%; N370S GC mod: 0%

Results for CCOc1cccc2oc(-c3ccccc3Cl)cc(=O)c12 ?
GCN5L2 inh: -21%[88.6 µM]; N370S GC mod: inconclusive

What do the screens show for `CCOCCCNC(=O)C(NC(=O)Cc1cccs1)c1ccc(Cl)cc1` (centres undefined)?
FEN1 inh: 0%; GCN5L2 inh: -1%; N370S GC mod: 16%

What do the screens show for `Cc1nnc(SCc2ccc(CSc3nnc(C)c(=O)[nH]3)cc2)[nH]c1=O`?
FEN1 inh: 4%; GCN5L2 inh: -2%; N370S GC mod: -5%

How did O=C(Nc1ccn(-c2ccccc2)n1)c1ccccc1Br do in these assays?
FEN1 inh: -13%; GCN5L2 inh: 4%; N370S GC mod: 3%

What do the screens show for `CCOc1ccc(-c2nnc(SCC(=O)NCCc3ccccc3)nc2-c2ccc(OCC)c(OC)c2)cc1OC`?
FEN1 inh: 11%; GCN5L2 inh: -12%

Results for Cc1ccc(NC(=O)CSc2ncn[nH]2)cc1 ?
FEN1 inh: 6%; GCN5L2 inh: -6%; N370S GC mod: -6%

What do the screens show for `Cc1ccc2c(c1)N(CC(=O)OC(CC(C)C)C(=O)NC1CCCC1)C(=O)CO2` (centres undefined)?
FEN1 inh: 0%; GCN5L2 inh: 2%; N370S GC mod: -2%

Results for c1ccc(-c2nc3nonc3c3nc4ccccc4n23)cc1 ?
FEN1 inh: -6%; GCN5L2 inh: -12%; N370S GC mod: 0%

How did Cc1ccc(N2CC(C(=O)N3CCC(C(=O)Nc4nnc(C(C)(C)C)s4)CC3)CC2=O)cc1 (centres undefined) do in these assays?
FEN1 inh: -1%; GCN5L2 inh: 1%; N370S GC mod: -2%

How did C=CCn1c(=O)c(C(=O)NCc2ccc3c(c2)OCO3)c(O)c2ccccc21 do in these assays?
FEN1 inh: 5%; GCN5L2 inh: -15%; N370S GC mod: -7%

Results for COc1cc2ccccc2cc1C(=O)OCC(=O)NC1CCS(=O)(=O)C1 (centres undefined) ?
FEN1 inh: 1%; GCN5L2 inh: -1%; N370S GC mod: 17%

How did O=c1oc2ccccc2cc1-c1nc(-c2ccccc2)no1 do in these assays?
FEN1 inh: 34%[activator]; GCN5L2 inh: 0%; N370S GC mod: 10%

What do the screens show for `COc1ccc(N2CCN(C(=O)c3ccccc3NS(=O)(=O)c3ccccc3)CC2)cc1`?
FEN1 inh: 0%; GCN5L2 inh: 1%; N370S GC mod: -14%

What do the screens show for `CN1CCN(c2sc(S(C)(=O)=O)nc2S(=O)(=O)c2ccc(Cl)cc2)CC1`?
FEN1 inh: 21%; GCN5L2 inh: 4%; N370S GC mod: -9%

What do the screens show for `CC(C)(C)NC(=O)c1cccc(NC(=O)CSc2ccccc2)c1`?
FEN1 inh: 2%; GCN5L2 inh: 52%[activator]; N370S GC mod: -2%

Results for CC(=O)N/C(=C\c1ccccc1)C(=O)OCC(=O)NC1CCS(=O)(=O)C1 (centres undefined) ?
FEN1 inh: 5%; GCN5L2 inh: 2%

Results for O=C1CCCN1CCCN1CC(C(=O)N(CCO)Cc2ccccc2)CCC1=O (centres undefined) ?
FEN1 inh: 5%; GCN5L2 inh: 1%; N370S GC mod: 5%

Results for CN(C(=O)CSc1nc2ccccc2n1CC(=O)N(C)C1CCCCC1)c1ccc(F)cc1 ?
FEN1 inh: 1%; GCN5L2 inh: -5%

Results for CC(C)(C)NC(=O)/C(=C\c1ccco1)NC(=O)c1cccs1 ?
FEN1 inh: 1%; GCN5L2 inh: 2%; N370S GC mod: -20%

Results for COc1ccccc1NC(=O)CSc1n[nH]c(-c2ccccn2)n1 ?
FEN1 inh: 3%; GCN5L2 inh: -2%; N370S GC mod: -5%

Results for Cc1cccc(C(=O)NNC(=O)c2cc3cc4ccccc4nc3s2)c1 ?
FEN1 inh: -1%; GCN5L2 inh: 2%; N370S GC mod: -12%

What do the screens show for `CN(C)c1ccc(/C=N/NC(=O)c2ccc(CN3C(=O)c4cccc5cccc3c45)cc2)cc1`?
GCN5L2 inh: -3%; N370S GC mod: 3%

Structural class: those above containing a furan ring, fused or not.
How did COc1cccc(C(C(=O)NC(C)(C)C)N(Cc2ccco2)C(=O)CCC(=O)Nc2cc(C)on2)c1OC (centres undefined) do in these assays?
FEN1 inh: -4%; GCN5L2 inh: -1%; N370S GC mod: 13%

Results for CC(C)(C)NC(=O)/C(=C\c1ccco1)NC(=O)c1cccs1 ?
FEN1 inh: 1%; GCN5L2 inh: 2%; N370S GC mod: -20%

Next section.
Results for Fc1ccccc1NC(=S)N1CCC(c2ccccc2)C1 (centres undefined) ?
FEN1 inh: -2%; GCN5L2 inh: -7%; N370S GC mod: 4%

Results for CC(=O)c1ccc(S(=O)(=O)Nc2ccccc2C(=O)NC2CC2)cc1 ?
FEN1 inh: 3%; GCN5L2 inh: -4%

How did COc1ccc(CN(CCc2ccccc2)Cc2ccccc2)cc1OC do in these assays?
FEN1 inh: 1%; GCN5L2 inh: -1%; N370S GC mod: -8%

What do the screens show for `CCC1(C)Cc2c(sc(NC(=S)NC(=O)c3ccccc3)c2C#N)CO1` (centres undefined)?
FEN1 inh: -5%; GCN5L2 inh: -1%; N370S GC mod: -8%

How did CC(=O)c1cccc(OCc2cc(C(=O)N(C)C(C)c3ccccn3)no2)c1 (centres undefined) do in these assays?
FEN1 inh: -13%; GCN5L2 inh: -1%; N370S GC mod: 0%

What do the screens show for `COc1cc(/C=N/NC(=O)c2ccc(CSc3nncn3C)cc2)cc(OC)c1O`?
FEN1 inh: -13%; GCN5L2 inh: -4%; N370S GC mod: -16%

What do the screens show for `CCCc1ccc2oc(C(=O)NCCN3CCCC(O)C3)c(C)c2c1` (centres undefined)?
FEN1 inh: -9%; GCN5L2 inh: 18%; N370S GC mod: 16µM*

Results for Cc1cccc(C(=O)N2CCc3c([nH]c4ccccc34)C2CC(C)C)n1 (centres undefined) ?
FEN1 inh: 6%; GCN5L2 inh: 0%; N370S GC mod: 27%

How did Cc1csc(NC(=O)CCNC(=O)c2ccc([N+](=O)[O-])cc2)n1 do in these assays?
FEN1 inh: 4%; GCN5L2 inh: -19%; N370S GC mod: 2%

How did COc1cccc(NC(=S)NNC(=O)Cn2nc(C(F)F)cc2C(F)F)c1 do in these assays?
FEN1 inh: -2%; GCN5L2 inh: 2%; N370S GC mod: 13%

Results for COc1cc(/C=C\c2ccc(OC)cc2OC)cc(OC)c1 ?
GCN5L2 inh: -18%; N370S GC mod: 10%

What do the screens show for `O=C(C1CCCN(S(=O)(=O)c2ccc(Br)s2)C1)N1CCN(c2ccc(F)cc2)CC1` (centres undefined)?
FEN1 inh: -10%; GCN5L2 inh: -9%

Results for CCOc1ccccc1N(CC(=O)Nc1cc(OC)ccc1OC)S(C)(=O)=O ?
FEN1 inh: 10%; GCN5L2 inh: -3%; N370S GC mod: 7%

What do the screens show for `COc1ccc(S(=O)(=O)N2CCN(c3ccc(F)cc3)CC2)cc1OC`?
FEN1 inh: 21%; GCN5L2 inh: -6%; N370S GC mod: 2%

How did N=c1n(CCN2CCOCC2)c2ccccc2n1CC(O)COc1ccccc1 (centres undefined) do in these assays?
FEN1 inh: 0%; GCN5L2 inh: -6%; N370S GC mod: -7%

Results for O=C(CCS(=O)(=O)c1ccc2c(c1)NC(=O)CS2)NCCc1ccccc1 ?
FEN1 inh: 23%; GCN5L2 inh: -4%; N370S GC mod: -10%

Results for Cc1c(C(=O)N2CCC(C)CC2)oc2ccc(S(=O)(=O)N3CCC4(CC3)OCCO4)cc12 ?
FEN1 inh: -12%; GCN5L2 inh: 3%; N370S GC mod: 6%

How did CC(Sc1nc(-c2ccccc2)cc(C(F)(F)F)n1)C(=O)Nc1ccc2c(c1)OCO2 (centres undefined) do in these assays?
FEN1 inh: -3%; GCN5L2 inh: 1%; N370S GC mod: -14%

What do the screens show for `CCOC(=O)c1sc(Nc2nc3c(OC)cccc3s2)cc1C`?
FEN1 inh: inconclusive; GCN5L2 inh: -21%; N370S GC mod: 10%
